procasp3 activ = procaspase-3 (human) activation; P42574; recombinant procaspase-3 D3A, Ac-DEVD-pNA absorbance 405 nm; activation, % at 8.5 µM; 330,000 tested, 0.11% active;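 active = activation above the mean of all tested compounds plus 3 SD, cut at about 21% in these data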;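 note: 0% = DMSO alone and 100% = DMSO wells spiked with extra 5 µM PC-3 D3A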
Target sequence (P42574 whole entry D9A/D28A/D175A): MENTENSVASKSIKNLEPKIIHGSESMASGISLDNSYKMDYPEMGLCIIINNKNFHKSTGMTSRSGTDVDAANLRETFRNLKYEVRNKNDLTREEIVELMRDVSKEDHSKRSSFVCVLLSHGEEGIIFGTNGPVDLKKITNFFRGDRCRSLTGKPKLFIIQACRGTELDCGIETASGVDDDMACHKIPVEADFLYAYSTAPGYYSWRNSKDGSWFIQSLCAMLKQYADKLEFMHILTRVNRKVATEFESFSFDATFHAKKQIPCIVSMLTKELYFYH
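Assay system – Procaspase-3 D3A mutant · Benchmarks – DMSO low control, extra-enzyme high control · Technique – 405 nm absorbance of p-nitroaniline, reads at 0 and 120 min · Doses – 8.5 µM nominal · Measure – % activation between DMSO and enzyme-spiked controls · Also added – Ac-DEVD-pNA chromogenic peptide substrate · Schedule – 1 h compound preincubation, 2 h substrate hydrolysis at 25 °C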
CIT2 TOR yeast = alters CIT2-GFP fluorescence in TOR pathway yeast screen; AID 2029; GFP response vs DMSO, % at 10 µM; S. cerevisiae CIT2-GFP strain, flow cytometry, 3 h; 100 means same as DMSO wells; 320,000 tested, 0.065% active;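 active = GFP response relative to DMSO above a set limit, near the screen mean plus 3 SD, cut at about 150% in these data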;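 note: ratio of well median GFP fluorescence to mean of DMSO wells on the plate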
MEP2 TOR yeast = yeast TOR pathway MEP2-GFP modulation; S. cerevisiae MEP2-GFP strain, flow cytometry GFP, 3 h; 100% = DMSO control level; GFP response vs DMSO, % at 10 µM; 330,000 tested, 0.51% active;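 active = GFP response versus DMSO above a set limit, roughly screen mean plus 3 SD, cut at about 180% in these data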;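 note: median GFP fluorescence of the barcode-gated MEP2-GFP cells per well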
RPL19A TOR yeast = yeast TOR pathway RPL19A-GFP modulation; S. cerevisiae RPL19A-GFP strain, flow cytometry, 3 h; stronger effect = lower value; percent response vs DMSO, % at 10 µM; 330,000 tested, 0.3% active;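 active = percent response vs DMSO below 50%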;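 note: median channel GFP fluorescence of the barcoded RPL19A-GFP strain; ratio of sample median GFP to plate DMSO average so 100% = DMSO; lower means less RPL19A-GFP as with rapamycin TOR inhibition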
procasp7 counter = counter-screen for procaspase-3 activators: activators of human procaspase-7 | P55210 | recombinant procaspase-7, Ac-DEVD-pNA absorbance 405 nm; D23A/D198A/D206A triple mutant, cannot self-cleave; scale: DMSO 0, 5 µM enzyme 100 | activation, % at 8.5 µM | 330,000 tested, 0.093% active | AID 463210;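 active = percent activation above the screen-wide mean plus 3 SD, cut at about 25% in these data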
Target sequence (P55210 whole entry D23A/D198A/D206A): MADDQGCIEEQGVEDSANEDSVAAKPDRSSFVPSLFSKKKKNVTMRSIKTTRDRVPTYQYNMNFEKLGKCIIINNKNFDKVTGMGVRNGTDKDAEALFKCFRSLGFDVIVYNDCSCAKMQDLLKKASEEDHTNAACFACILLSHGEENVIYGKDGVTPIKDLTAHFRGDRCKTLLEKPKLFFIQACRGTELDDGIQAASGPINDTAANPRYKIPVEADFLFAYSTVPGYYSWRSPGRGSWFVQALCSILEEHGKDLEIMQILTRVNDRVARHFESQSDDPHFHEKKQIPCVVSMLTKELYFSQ
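buffer or medium = Zinc-free HEPES/NaCl buffer, pH 7.4 | material = Procaspase-7 triple mutant (PC-7 D3A) | input = 2 µM procaspase-7 mutant as dispensed | signal = Epi-absorbance of released pNA at 405 nm, two timepoints | timing = 1 h preincubation, 2 h reaction | replicates = singlicate compound testing | evaluation = % activation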
AGP1 TOR yeast = modulators of TOR pathway AGP1-GFP in S. cerevisiae | GFP response vs DMSO, % at 10 µM | AID 2066 | S. cerevisiae AGP1-GFP multiplex flow cytometry, 3 h; GFP as percent of DMSO wells | 320,000 tested, 0.02% active;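 active = GFP response relative to DMSO above a set limit, near screen average plus 3 SD, cut at about 150% in these data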;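 note: median GFP channel fluorescence of the gated AGP1 strain per well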
LAP4 TOR yeast = modulators of TOR pathway LAP4-GFP in S. cerevisiae; S. cerevisiae LAP4-GFP multiplex, flow cytometry GFP, 3 h; median GFP as percent of DMSO wells; GFP response vs DMSO, % at 10 µM; 320,000 tested, 0.34% active; AID 2023;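 active = GFP response vs DMSO above a set limit, about the screen mean plus 3 SD, cut at about 150% in these data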
AHR activator = human AHR activation. 320,000 tested, 2.5% active. P35869. AHR-responsive luciferase reporter cells, luminescence. activation, % at 5 µM; in the data active = activation above about 47%;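 note: 0% = vehicle wells and 100% = reference agonist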
* = called active by the depositor; nt = no result given.

SMILES	procasp3 activ	CIT2 TOR yeast	MEP2 TOR yeast	RPL19A TOR yeast	procasp7 counter	AGP1 TOR yeast	LAP4 TOR yeast	AHR activator
Cc1ccc(CNC(=O)c2ccc(N3CCC4(CC3)CC(c3ccccc3)=NO4)c(NC(=O)c3ccccc3)c2)cc1	3.7	104.0	102.0	103.6	-4.3	106.5	104.9	0.0
COc1ccc(NS(=O)(=O)c2ccc(N3CCCCC3)c(NC(=O)C(C)NC(N)=O)c2)cc1 (configuration not stated)	8.7	102.1	91.4	97.2	-3.2	97.7	88.4	0.0
O=S(=O)(NCc1cccc(C(F)(F)F)c1)NCc1ccccc1F	6.8	105.1	113.5	104.9	-10.7	102.2	100.9	0.0
O=S(=O)(Nc1nc2ccccc2nc1NCC1CCCO1)c1ccc(F)cc1 (configuration not stated)	-0.5	84.5	97.3	98.9	1.7	96.6	92.3	0.5
COc1ccccc1CNC(=S)Nc1ccc(S(N)(=O)=O)cc1	-3.1	106.0	105.4	100.9	3.9	103.4	97.9	-1.6
CC(C)(C)c1nnc(NC(=O)Cc2ccccc2[N+](=O)[O-])s1	1.7	106.6	106.3	105.5	-1.9	104.8	93.0	31.9
COC(=O)C1CCN(c2cnccn2)CC1	7.0	97.8	100.1	98.9	3.1	103.5	104.4	0.6
COCC(C)OC(=O)c1c(N)n(CC(C)C)c2nc3ccccc3nc12 (configuration not stated)	-1.8	91.9	98.5	98.2	-6.4	99.9	100.3	0.5
Cc1cc(F)ccc1NC(=O)C1CCN(S(=O)(=O)c2ccc3c(c2)CCCC(=O)N3)CC1	-1.9	91.5	92.1	97.0	2.3	96.3	92.0	2.7
Cc1ccc(C(=O)CSc2nc3c([nH]2)c(=O)n(C)c(=O)n3C)cc1	13.1	103.5	104.6	102.4	8.1	99.4	102.3	4.2
CCOC(=O)c1nnn(CC(=O)NC(=O)Nc2ccc(F)cc2)c1C(=O)OCC	-1.7	100.5	102.0	100.6	-1.1	104.0	98.4	1.0
Cc1cnc(NS(=O)(=O)c2ccccc2)c(C)n1	13.1	106.6	98.4	107.2	11.4	102.6	97.2	2.1
O=C1[C@@H]2Cc3c([nH]c4ccccc34)C(c3cccc([N+](=O)[O-])c3)N2C(=O)CN1CCCO (some centres not stated)	5.7	107.0	104.0	104.6	6.1	107.8	99.8	14.9
Cc1ccsc1C1CC(=O)Nc2ccccc2S1 (configuration not stated)	-3.0	89.7	101.3	100.5	4.4	108.5	104.3	87.8*
CCc1ccc(S(=O)(=O)/N=C2/C=C(Sc3ncn[nH]3)C(=O)c3ccccc32)cc1	-13.8	78.6	91.8	95.5	-24.4	91.9	100.3	39.9
CCCS(=O)(=O)N1CCC(C(=O)N2CCN(Cc3ccccc3)CC2)CC1	-4.0	99.8	105.7	97.8	4.1	96.5	98.1	-0.8
Cc1ccccc1N1C(=O)CC(Sc2nnc(-c3ccccc3)o2)C1=O (configuration not stated)	-21.1	82.5	91.8	90.0	-36.9	87.7	94.2	-1.1
O=C(Nc1cccc(Cl)c1)C1CCCN(c2cnccn2)C1 (configuration not stated)	2.9	99.7	102.7	102.9	-8.6	98.7	103.5	82.4*
CCOC(=O)C(CCCCOc1ccc([N+](=O)[O-])cc1)C(=O)OCC	-2.9	94.3	104.0	96.8	1.7	98.1	104.1	-1.1
CCOc1ccc(C(=O)NCC(=O)NC(C)c2ccc(-n3ccnc3)cc2)cc1OCC (configuration not stated)	2.2	99.1	102.8	105.8	2.2	84.5	66.9	0.4
COc1ccc2oc(C(=O)OC/C(O)=C(\C#N)c3nc4ccccc4[nH]3)c(C)c2c1	5.7	96.2	106.7	98.6	3.0	101.8	116.5	5.8
CC(NCc1ccc(S(N)(=O)=O)cc1)C(=O)Nc1ccc([N+](=O)[O-])cc1Cl (configuration not stated)	-4.6	97.5	100.1	101.7	-2.0	96.1	93.9	-1.9
C[N+](C)(CC#Cc1ccccc1)CC(=O)c1ccccc1	9.3	97.2	106.9	109.8	-8.3	107.4	113.0	0.0
O=C(NCCS(=O)(=O)N1CCN(c2ccccc2F)CC1)c1ccc2c(c1)OCO2	6.9	89.0	98.5	95.4	7.9	101.8	115.5	0.2
O=C(NCCCN1CCCC1=O)c1cc2c(s1)CCCCC2	9.3	101.3	97.9	96.6	11.3	108.5	100.2	7.8
Cn1ncc(Br)c1C(=O)N1CCc2ccccc21	11.2	93.8	99.8	100.5	5.8	104.9	92.1	23.2
COc1cccc(OCC(=O)NC2CCCCCC2)c1	-3.8	97.4	106.9	97.6	-1.6	99.0	104.2	6.7
COc1ccc(/C=C/C(=O)NC(=S)N2CCCC(C(N)=O)C2)cc1 (configuration not stated)	-5.9	97.0	109.8	103.4	11.8	105.1	102.0	1.6
COc1cccc(C(=O)NCCS(=O)(=O)NCCc2ccccc2)c1	3.2	105.9	96.0	95.7	4.6	101.7	101.1	5.9
O=C(Nc1ccccc1)Nc1ccccc1Br	3.8	94.8	99.6	104.7	-4.0	98.9	106.0	24.8
O=C(CSc1ncccn1)N1CCCCCC1	2.2	93.7	97.2	94.3	-9.2	103.1	104.8	-0.6
CCN1C(=O)C2C(c3ccccc3F)NC(Cc3ccc(O)cc3)(C(=O)OC)C2C1=O (configuration not stated)	10.0	90.6	100.7	99.3	-7.0	97.6	97.9	6.6
Cc1cc(C(F)F)nn1CC(=O)NC1CCCCCC1	11.2	104.2	99.1	93.9	-7.2	110.0	102.3	1.7
Cc1ccc(CN2CCN(Cc3cnc(N(C)C)s3)CC2CCO)o1 (configuration not stated)	-0.4	100.0	93.8	96.6	3.2	102.0	98.7	3.5
Cc1n[nH]c(C)c1CCCCOc1ccccc1[N+](=O)[O-]	-7.2	100.9	98.2	102.5	16.4	102.9	92.7	-0.9
COc1ccccc1CNC(=O)C(C)NS(=O)(=O)c1ccccc1 (configuration not stated)	-11.2	98.5	102.1	100.1	0.5	104.3	104.1	5.3
O=C(NC1CCCCC1)N1CCN(c2nc(-c3ccccc3)cs2)CC1	-1.4	92.7	101.2	104.7	9.3	95.2	98.8	-2.2
COc1ccc(C(=O)Nc2cc(C)nn2-c2ccc(F)cc2)cc1	-2.0	102.9	103.7	103.4	5.2	103.8	98.8	9.9
COc1ccc(/C=C/C(=O)OCC(=O)Nc2ccc(Cl)cn2)cc1	-0.7	77.2	102.7	101.8	9.7	92.8	91.0	2.9
Cc1c(-c2nc(-c3ccc(C(F)(F)F)cc3)no2)n(C)oc1=O	3.7	103.2	103.4	100.5	-0.6	102.2	105.3	101.2*
O=C(O)CCNS(=O)(=O)c1ccccc1C(F)(F)F	6.8	109.7	104.9	103.3	-2.6	106.0	106.2	-0.3
Cc1cccc(NC(=O)Nc2ccc([N+](=O)[O-])cc2)n1	8.6	94.6	102.3	100.2	3.5	105.1	118.4	-3.8
Cc1cccc(-c2nc(CN3CCCC(C(=O)NC4CCCC4)C3)c(C)o2)c1 (configuration not stated)	1.3	86.9	93.8	96.4	14.0	105.1	87.3	3.5
O=S(=O)(NC1c2cccc3cccc(c23)C1N1CCNCC1)c1ccccc1 (configuration not stated)	-1.4	97.4	98.8	100.8	-4.7	96.1	101.0	18.0
COc1ccc(Cc2nc3ccccc3n2CC(=O)N/N=C/c2ccc(O)cc2)cc1OC	3.1	104.7	102.3	102.2	0.2	91.6	87.2	1.9
CCCCCCS(=O)[C@H]1CS(=O)(=O)C[C@@H]1S(=O)CCCCCC (some centres not stated)	-13.3	82.3	95.2	96.8	-25.1	89.0	90.6	0.2
Cc1noc(C)c1COC(=O)CN(C)S(=O)(=O)c1ccc(Cl)cc1	7.5	91.3	99.5	98.3	0.3	102.2	97.1	0.7
COc1ccc(C2COC(=O)C2=N)c(NC(=O)c2ccccc2)c1 (configuration not stated)	2.6	117.4	112.5	107.7	1.0	105.1	109.4	39.0
O=C(CCS(=O)(=O)c1ccc(Br)cc1)Nc1ccc2c(c1)OCO2	-3.9	106.4	101.8	95.3	-1.8	102.9	96.4	20.9
Cc1cc(C)n2nc(C(=O)OCC(=O)Nc3ccc4c(c3)OCO4)nc2n1	-2.3	97.0	97.6	97.2	4.3	94.5	97.9	2.5
O=C(OCC(=O)N1CCc2ccccc21)C1CCCN1S(=O)(=O)c1ccc(Cl)cc1 (configuration not stated)	4.8	92.0	93.6	94.3	-5.8	94.5	100.8	1.3
CC(C)(C)c1nnc(NC(=O)NS(=O)(=O)c2ccccc2)s1	3.5	98.4	106.9	101.9	-3.8	110.1	102.6	1.4
O=C(c1ccco1)N1CCc2[nH]nc(-c3ccccc3)c2C1	-2.4	104.3	105.1	104.6	-4.8	105.3	98.5	-4.2
C=CCN(C(=O)Nc1ccc(F)cc1)C1CC(=O)N(c2ccc(OC)cc2)C1=O (configuration not stated)	3.6	120.5	104.2	nt	-7.9	109.7	103.7	16.1
COc1cccc(COC(=O)C2CCN(C(=O)c3ccc(F)cc3)CC2)c1OC	3.9	97.7	102.4	100.6	0.7	105.2	113.4	-1.5
CC[C@H](C)[C@@H](CN[C@H](C)CNC)NCCC(c1ccccc1)c1ccccc1	-5.7	76.6	93.0	99.5	2.0	83.4	134.9	1.9
COc1ccc(-c2noc(CCC(=O)Nc3cc(Cl)c(OC)cc3OC)n2)cc1	-7.6	105.2	99.0	nt	2.0	100.2	106.1	-2.6
Cc1oncc1C(=O)Nc1cccc(C#N)c1	-5.9	104.6	101.4	101.0	-3.1	104.5	109.1	0.0
CCC1c2ccc(C)n2CCN1C(=O)Nc1cc(Cl)ccc1OC (configuration not stated)	2.9	100.1	101.3	99.6	3.1	99.3	102.7	10.0
Nc1c(C(=O)Nc2ccc(F)cc2)sc(=S)n1-c1ccccc1F	-15.1	102.6	98.2	99.6	-22.8	108.0	103.0	-0.2
COc1ccc(OC)c(C2c3[nH]c4ccccc4c3C[C@H]3C(=O)N(CCCOC(C)C)CC(=O)N23)c1 (some centres not stated)	-3.0	102.7	110.8	105.8	-2.0	103.9	91.3	8.6

Given with bars between the fields: entries from further up.
smiles | procasp3 activ | CIT2 TOR yeast | MEP2 TOR yeast | RPL19A TOR yeast | procasp7 counter | AGP1 TOR yeast | LAP4 TOR yeast | AHR activator
CCC1c2ccc(C)n2CCN1C(=O)Nc1cc(Cl)ccc1OC (configuration not stated) | 2.9 | 100.1 | 101.3 | 99.6 | 3.1 | 99.3 | 102.7 | 10.0
Nc1c(C(=O)Nc2ccc(F)cc2)sc(=S)n1-c1ccccc1F | -15.1 | 102.6 | 98.2 | 99.6 | -22.8 | 108.0 | 103.0 | -0.2

Look-ups from the entries so far.
O=C(CSc1ncccn1)N1CCCCCC1 in procasp7 counter shows -9.2
Cc1ccc(CN2CCN(Cc3cnc(N(C)C)s3)CC2CCO)o1 (configuration not stated) in CIT2 TOR yeast shows 100.0
COc1cccc(COC(=O)C2CCN(C(=O)c3ccc(F)cc3)CC2)c1OC in procasp7 counter shows 0.7
CCOc1ccc(C(=O)NCC(=O)NC(C)c2ccc(-n3ccnc3)cc2)cc1OCC (configuration not stated) in procasp7 counter shows 2.2
Cc1ccc(C(=O)CSc2nc3c([nH]2)c(=O)n(C)c(=O)n3C)cc1 in AGP1 TOR yeast shows 99.4
COc1ccc(C2COC(=O)C2=N)c(NC(=O)c2ccccc2)c1 (configuration not stated) in CIT2 TOR yeast shows 117.4

Screening data from PubChem.
